Screens as filed in PubChem.
A549 tox = kills or reduces viability of A549 cells in Nrf2 counter-screen. AID 504648. A549 ARE-Fluc cells, CellTiter-Fluor viability, 18-24 h. hit rate 0.16% among 390,000. Potency, µM (top dose mostly 46 µM), for the others: at the top dose activity change, negative = cytotoxicity, hits mostly inhibitors; further: potency means the concentration at half of the fitted maximal effect; on the % scale 0 is the no-effect control and ±100 the full control effect
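A549 ARE-Fluc cells in 5% FBS OPTI-MEM, 5000 cells/well, rested 2 h then exposed to compounds in concentration-response for 18-24 h at 37 °C. Viability by CellTiter-Fluor fluorescence (Ex 405/Em 525) after 30 min; luciferase luminescence (BugLite, 15 min, RT) read afterwards.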
MmCpn inh = M. maripaludis TRiC chaperonin inhibition; purified Mm-Cpn ATPase, ADP Transcreener TR-FRET; Potency, µM (titrated, usually from 76.9 µM), for the others: at the highest dose activity, negative = inhibition, usual class: inhibitors; hit rate 0.031% among 330,000; AID 504842; further: potency means the concentration at half of the fitted maximal effect; on the % scale 0 is the no-effect control and ±100 the full control effect; nearly all actives have a fitted effect of over 80% in size
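ATP (10 uM final) was added to archaeal chaperonin (25 nM final) after 10 min exposure to test compound at 37°C; after 30 min further incubation, ADP was detected by competitive TR-FRET.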
EPAC2 antag = antagonists of human EPAC2. Q8WZA2. EPAC2 GEF exchange of Rap1B-BODIPY-GDP, fluorescence. Potency, µM (top dose mostly 114 µM), for the others: at the top dose activity, negative = inhibition, hits mostly inhibitors. hit rate 0.18% among 360,000. AID 720708; further: potency means the concentration at half of the fitted maximal effect; on the % scale 0 is the no-effect control and ±100 the full control effect; nearly all actives have a fitted effect of over 45% in size; many of its hits are not listed in these tables
Target sequence (Q8WZA2 whole entry, looked up): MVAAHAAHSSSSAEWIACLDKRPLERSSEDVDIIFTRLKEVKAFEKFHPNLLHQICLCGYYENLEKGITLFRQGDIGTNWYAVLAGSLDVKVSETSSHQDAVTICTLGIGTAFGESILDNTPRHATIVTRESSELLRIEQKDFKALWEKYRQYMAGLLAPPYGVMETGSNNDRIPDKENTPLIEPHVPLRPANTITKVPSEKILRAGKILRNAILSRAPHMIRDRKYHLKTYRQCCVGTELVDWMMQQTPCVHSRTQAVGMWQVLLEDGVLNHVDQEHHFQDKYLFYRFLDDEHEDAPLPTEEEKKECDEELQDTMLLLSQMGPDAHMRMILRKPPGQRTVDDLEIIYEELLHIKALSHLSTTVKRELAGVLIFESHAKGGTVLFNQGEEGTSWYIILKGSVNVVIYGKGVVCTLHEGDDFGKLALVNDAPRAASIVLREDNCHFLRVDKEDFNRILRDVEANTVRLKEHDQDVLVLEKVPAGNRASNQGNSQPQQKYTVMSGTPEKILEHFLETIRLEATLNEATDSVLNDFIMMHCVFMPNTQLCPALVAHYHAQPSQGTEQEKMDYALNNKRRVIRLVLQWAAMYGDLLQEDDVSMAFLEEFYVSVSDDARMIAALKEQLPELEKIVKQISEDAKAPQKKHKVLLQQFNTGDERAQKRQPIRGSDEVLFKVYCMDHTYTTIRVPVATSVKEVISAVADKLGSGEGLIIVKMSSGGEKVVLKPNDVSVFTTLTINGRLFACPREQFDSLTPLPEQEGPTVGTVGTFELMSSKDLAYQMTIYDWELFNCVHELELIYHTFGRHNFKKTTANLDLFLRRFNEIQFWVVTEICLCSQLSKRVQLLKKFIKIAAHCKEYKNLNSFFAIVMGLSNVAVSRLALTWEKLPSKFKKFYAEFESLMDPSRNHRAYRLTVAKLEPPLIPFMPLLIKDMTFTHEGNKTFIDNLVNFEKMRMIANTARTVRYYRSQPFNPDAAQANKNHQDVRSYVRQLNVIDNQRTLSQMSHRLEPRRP
TGFb SMAD3 inh = TGF-b pathway inhibition; HepG2 CAGA-GFP TGF-b/SMAD3 reporter, GFP fluorescence, 18 h; TGF-beta stimulated, 500 pg/mL final; Potency, µM (doses to about 46.1 µM), without a hit: at the highest dose activity, negative = inhibition, most hits filed as inhibitors; hit rate 1.2% among 410,000; AID 588855; further: potency means the concentration at half of the fitted maximal effect; on the % scale 0 is the no-effect control and ±100 the full control effect; nearly all actives have a fitted effect of over 65% in size
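Read-out: total well GFP (ex488/em500-530) summed from mean per-cell fluorescence. Cells: HEPG2 CAGA-GFP, 1% FBS DMEM, 18 h at 37 degrees C with 500 pg/mL final TGF-beta. Unstimulated wells served as the full-inhibition control; stimulated DMSO wells = 0%.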
pAkt inh = Akt phosphorylation inhibition. Neuro2A IGF-stimulated pAkt S473 HTRF, 20 min; hits give low values. activity change, % for hits at 50 µM. AID 651550. hit rate 0.32% among 360,000; in the data active means activity change below about -80%; inconclusive means mostly about -51% to -80%; further: on the % scale 0 is the no-effect control and ±100 the full control effect
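Neuro2A cells in DMEM with 0.5% FBS, overnight at 37 deg C, given compound at single 50 µM final, then IGF (6 nM final) for 20 min at 37 deg C. Lysed; phospho-Akt Ser473 by HTRF after 24 h, 665/615 ratio.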
EPAC2 agonist = agonists of human EPAC2 (RAPGEF4). Potency, µM (titrated, usually from 154 µM), for the others: at the highest dose activation, actives largely listed as activators. AID 720711. hit rate 0.079% among 360,000. EPAC2 activation, biochemical qHTS; response scale: 100% = 6.5 mM cAMP response; further: potency means the concentration at half of the fitted maximal effect; nearly all actives have a fitted effect of over 50% in size
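Readout is BODIPY fluorescence (480 nm excitation, 540 nm emission), which falls as labeled GDP is exchanged off Rap1B. EPAC2 at 100 nM acted on 250 nM RAP1B-BODIPY-GDP with 50 uM GDP present.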
CCT chaperon mod = modulators of cytosolic chaperonin (CCT/TRiC) activity | purified chaperonin ATPase assay, HTRF ADP detection, 30 min | activity change, % (no concentration beside the values), hits read low | hit rate 0.3% among 360,000; in the data active means activity change below about -30%; further: on the % scale 0 is the no-effect control and ±100 the full control effect
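TRiC at 40 or 20 nM final (batch-dependent) in 30 mM Tris pH 7.4, 100 mM KCl, 5 mM MgCl2, 1 mM DTT, with compound at single 76 uM and 10 uM ATP, 30 min at 37 deg C. ADP detected by HTRF Transcreener, 665/615 ratio.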
Nrf2 block = blocks Nrf2 signaling; A549 ARE-Fluc reporter, luciferase luminescence, 18-24 h; Potency, µM (top dose mostly 46 µM), for inactives: at the highest dose activity change, negative = inhibition, most hits filed as inhibitors; hit rate 2.1% among 360,000; AID 504444; further: potency means the concentration at half of the fitted maximal effect; on the % scale 0 is the no-effect control and ±100 the full control effect; nearly all actives have a fitted effect of over 60% in size
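Two sequential reads on A549 ARE_Fluc cells exposed to compound for 18-24 h: a CellTiter-Fluor fluorescence read for viability, then a luciferase luminescence read for Nrf2/ARE activity.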
Nrf2 activator = activates Nrf2 signaling; Potency, µM (series often up to 46.1 µM), for inactives: at the top dose activation, usual class: activators; AREc32 ARE-luciferase reporter (MCF7-derived line), luminescence, 24 h; hit rate 0.31% among 410,000; AID 624171; further: potency means the concentration at half of the fitted maximal effect; % of control where 0% means no effect; nearly all actives have a fitted effect of over 65% in size
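ARE-driven firefly luciferase activity in AREc32 cells measured after a 24 hr compound exposure at 37 deg C, using Steady-Glo reagent and a 30 min room-temperature hold.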
* marks the source's active call; other numbers are inactive results; i = inactive; ? = inconclusive; nt = not tested or not shown; & = joins results of further samples; [ ] = remark or other dose. Unless noted, the call rests on the fitted dose curve; in most records, active means well fitted curve in the direction sought with a large enough effect; inconclusive means small, poorly fitted or top-dose-only effect, or another doubt; inactive means no such curve, though single readings can be large; an effect the other way counts as inactive or inconclusive.

SMILES	A549 tox	MmCpn inh	EPAC2 antag	TGFb SMAD3 inh	pAkt inh	EPAC2 agonist	CCT chaperon mod	Nrf2 block	Nrf2 activator
CCOc1ccccc1N1C(=O)CC(=O)NC1=O	2%	0%	1%	-15%	i	20%	-2.9	-6%	-0.2%
COc1cc2c(c(OC)c1OC)-c1ccc(OC)c(=O)cc1C(NC(C)=O)CC2 (stereo unspecified)	?	1%	2%	-25%	i	10%	-2.8	?	-0.3%
CCOC(=O)C1(c2ccccc2)CCN(CCC(=O)Nc2ccccc2OC)CC1	1%	-1%	1%	?	i	3%	-1.1	6%	3.4%
CCc1nccc2c1[nH]c1ccccc12	8%	-5%	-10%	-22%	i	4%	1.6	-14%	0.1%
COc1cc(OC)c2c(c1)O[C@@H](c1ccc(OC)c(OC)c1)[C@H](O)C2	13%	0%	-22%	-11%	i	0%	0.8	5%	3.0%
C/C=C/c1ccc2c(c1)OCO2	-4%	3%	-3%	0%&-4%	i	7%	0.8	-4%	-0.6%
CC(C)(C)c1ccc(C(=O)C2CCCN(Cc3ccon3)C2)cc1 (stereo unspecified)	0%	2%	-5%	-2%	i	11%	-1.5	?	0.0%
O=c1cccc2n1CC1CNCC2C1 (stereo unspecified)	-11%	-2%	20%	-2%	i	-1%	0.8	3%	3.3%
CCC(=NCCC(c1ccccc1)c1ccccc1)c1c(O)n(C)c(=O)n(C)c1=O	2%	1%	-2%	-10%	i	21%	-1.6	-22%	-1.1%
Cc1cc(C)n2c(Br)c(CN3CC4CC(C3)c3cccc(=O)n3C4)nc2n1 (stereo unspecified)	-10%	-2%	9%	-1%	i	-4%	-4.4	0%	5.8%
O=C(c1ccco1)c1cn(Cc2ccccc2Cl)c2ccccc12	-3%	-3%	-3%	0%	i	8%	-2.2	nt	3.3%
CC(=Nc1c(C)n(C)n(-c2ccccc2)c1=O)c1c(O)n(Cc2ccccc2)c(=O)[nH]c1=O	-5%	0%	-2%	9%	i	4%	0.5	3%	0.0%
CN(C)CC/C=C1/c2ccccc2Sc2ccc(Cl)cc21	0%&9%	2%&1%	-27%&-14%	?	i	2%&-1%	-0.4&-0.2	3%&9%	5.1%&10%
COc1ccc(-n2c(/C=C3/C(=O)Nc4ccccc43)nc3ccccc3c2=O)cc1	-14%	-1%	-4%	14%	i	-2%	0.0	?	1.7%
COc1cc(-c2ccc(N)c(OC)c2)ccc1N	0%	-8%	-14%	4%	nt	10%	-1.8	-13%	5.5%
CNC(=O)c1cccn(Cc2cccc(C(F)(F)F)c2)c1=O	1%	-3%	0%	0%	i	-11%	-11	?	4.6%
C[C@@H]1CC2(CCCC[N+]2(C)C)C[C@H]1C	-1%	1%	6%	7%	i	-1%	1.8	-2%	2.9%
CCn1cc(CN2CCCC(C(=O)c3cccc(OC)c3)C2)c(C)n1 (stereo unspecified)	9%	-2%	-8%	-5%	i	5%	-1.2	-5%	0.1%
COCCCN1CCN(c2nnc3n2-c2sc(Br)cc2C(c2ccccc2Cl)=NC3)CC1	-3%	1%	4%	-10%	i	-1%	2.2	-7%	-0.6%
COc1ccc(-c2nc3ccccc3c(=O)n2-c2cccnc2)cc1	-7%	0%	18%	-11%	i	-6%	0.5	5%	0.3%

A draw from above in order of heavy-atom count, smallest number first:
SMILES	A549 tox	MmCpn inh	EPAC2 antag	TGFb SMAD3 inh	pAkt inh	EPAC2 agonist	CCT chaperon mod	Nrf2 block	Nrf2 activator
COc1cc(-c2ccc(N)c(OC)c2)ccc1N	0%	-8%	-14%	4%	nt	10%	-1.8	-13%	5.5%
O=C(c1ccco1)c1cn(Cc2ccccc2Cl)c2ccccc12	-3%	-3%	-3%	0%	i	8%	-2.2	nt	3.3%
COc1ccc(-c2nc3ccccc3c(=O)n2-c2cccnc2)cc1	-7%	0%	18%	-11%	i	-6%	0.5	5%	0.3%
CCOC(=O)C1(c2ccccc2)CCN(CCC(=O)Nc2ccccc2OC)CC1	1%	-1%	1%	?	i	3%	-1.1	6%	3.4%
COCCCN1CCN(c2nnc3n2-c2sc(Br)cc2C(c2ccccc2Cl)=NC3)CC1	-3%	1%	4%	-10%	i	-1%	2.2	-7%	-0.6%

(listing goes on)
SMILES	A549 tox	MmCpn inh	EPAC2 antag	TGFb SMAD3 inh	pAkt inh	EPAC2 agonist	CCT chaperon mod	Nrf2 block	Nrf2 activator
CC(=O)O[C@@H]1/C=C/[C@](C)(O)C[C@@H](C)C/C=C/[C@H]2[C@H](O)C(C)=C(C)[C@H]3[C@H](Cc4ccccc4)NC(=O)[C@@]123	?	nt	-12%	7%	i	6%	0.0	?	0.2%
CCCNS(=O)(=O)c1ccc(OCC(=O)N2CCN(Cc3ccccc3)CC2)cc1	-2%	0%	16%	0%	i	7%	0.4	-12%	0.2%
O=c1c2ccccc2nc(CBr)n1-c1ccc(Cl)cc1	nt	nt	2%	5%	i	0%	-0.5	nt	-2.1%
C[C@]12CCC(=O)C=C1CC[C@@H]1[C@@H]2C(=O)C[C@]2(C)C(=O)CC[C@@H]12	-7%	-5%	0%	1%	i	1%	0.9	15%	-0.9%
CCn1c(=O)n(CC)c2cc([N+](=O)[O-])c(N3CCNCC3)cc21	-9%	-2%	-1%	5%	i	7%	0.0	-7%	3.6%
CN1C2CCC1CC(OC(=O)c1ccc(Cl)cc1)C2 (stereo unspecified)	6%	-1%[15.4 µM]	-2%	0%	i	-14%	-2.1	8%	0.0%
C=CCn1c(O)c(/C(C)=N/N2CCCCC2)c(=O)[nH]c1=O	1%	2%	3%	-5%	i	7%	-7.3	-9%	2.5%
Cc1cc2c(cc1C)-n1c(-c3ccccc3)c3c(=O)n(C)c(=O)n(C)c3c1C(c1ccco1)N2 (stereo unspecified)	0%	nt	nt	1%	nt	nt	nt	?	0.3%
COCc1cc(OC(=O)N(C)C)nc(-c2ccccc2)n1	-10%	4%	-1%	-3%	i	0%	1.4	0%	-1.0%
COc1cc2c(ccc3c4cc(OC)c(OC)cc4c[n+](C)c23)cc1O	-11%	nt	-2%	-1%	i	3%	-0.6	?	5.2%
Cc1ccc(S(=O)(=O)NCCC(=O)Nc2ccc(Cl)cc2C(=O)c2ccccc2)cc1	-6%	4%	-7%	-18%	i	7%	-5.5	-23%	0.1%
C=CCOC(=O)C1=C(C)OC(N)=C(C#N)C12C(=O)N(CN1CCOCC1)c1ccccc12 (stereo unspecified)	4%	1%	-5%	-7%	i	7%	-1.2	13%	2.8%
CCN(CC)Cc1c[nH]c2ccccc12	-4%	2%	3%	-2%	i	6%	-0.2	17%	6.3%
Cc1ccc(N2Cc3ccccc3C2=N)cc1[N+](=O)[O-]	4%	-3%	13%	4%	i	11%	1.9	6%	-0.9%
COc1cc(OC)c(OC)cc1CNCCc1ccc(OC)c(OC)c1	-4%	0%	5%	?	i	0%	2.3	nt	-0.2%
Cc1ccc(OCC(=O)Nc2ccc(Cl)cc2C(=O)c2ccccc2)c(Br)c1	1%	nt	nt	0%	nt	nt	nt	0%	-1.0%
O=C(O)CP(=O)(O)c1ccc(Cl)cc1	15%	0%	9%	?	i	-1%	0.1	nt	-0.5%
O=c1[nH]c(O)c(N=Nc2ccc(Cl)c(S(=O)(=O)Nc3ccccc3Cl)c2)c(=O)[nH]1	-8%	-2%	3%	5%	i	-3%	0.3	?	?
O=c1c2ccccc2sn1-c1ccc(Cl)cc1	nt	nt	?	?	i	24%	-0.2	nt	?
COc1ccc(C2C(C(=O)N3CCC4(CC3)OCCO4)CC(=O)N2c2ccc(OC)cc2)cc1 (stereo unspecified)	1%	2%	12%	3%	i	0%	1.5	?	0.0%

Compound profiles (already shown):
Cc1ccc(S(=O)(=O)NCCC(=O)Nc2ccc(Cl)cc2C(=O)c2ccccc2)cc1 is entered as A549 tox: -6%; MmCpn inh: 4%; EPAC2 antag: -7%; TGFb SMAD3 inh: -18%; pAkt inh: i; EPAC2 agonist: 7%; CCT chaperon mod: -5.5; Nrf2 block: -23%; Nrf2 activator: 0.1%
O=c1c2ccccc2sn1-c1ccc(Cl)cc1 is entered as A549 tox: nt; MmCpn inh: nt; EPAC2 antag: ?; TGFb SMAD3 inh: ?; pAkt inh: i; EPAC2 agonist: 24%; CCT chaperon mod: -0.2; Nrf2 block: nt; Nrf2 activator: ?

Continuation:
SMILES	A549 tox	MmCpn inh	EPAC2 antag	TGFb SMAD3 inh	pAkt inh	EPAC2 agonist	CCT chaperon mod	Nrf2 block	Nrf2 activator
CCOC(C[n+]1c(-c2ccccc2)cc(C)cc1-c1ccccc1)OCC	-9%	2%	8%	7%	i	7%	-1.1	?	0.3%
CCCc1nnc(NC(=O)CCC(=O)N2CCN(Cc3ccc(OC)c(F)c3)CC2)s1	-14%	0%	2%	-8%	i	4%	1.5	?	0.6%
CC1CCC(NCCc2ccc3c(c2)OCO3)CC1 (stereo unspecified)	-6%	-1%	15%	3%	i	4%	1.2	19%	0.3%
Cc1ccc(Oc2cc(NN3CCCCC3)c([N+](=O)[O-])cc2[N+](=O)[O-])c([N+](=O)[O-])c1	-13%	2%	-12%	-7%	i	8%	0.2	?	3.4%
CC(C)NC1C2CCC(CC2)C1(O)c1ccc(Cl)c(Cl)c1 (stereo unspecified)	nt	nt	-13%	-25%	i	1%	2.1	nt	3.3%
CC(=O)Nc1ccccc1C(=O)OCc1ccccc1F	9%	2%	-4%	-8%	i	-2%	-5.7	?	5.9%
CC(=O)N(C)CC#CCN1CCC(O)CC1	4%	nt	15%	-11%	nt	2%	nt	12%	1.6%
Nc1cc(N2CCNCC2)c([N+](=O)[O-])cc1Cl	-1%	1%	0%	0%	i	13%	-1.0	8%	-1.0%
CN1C2CNC(=O)CC1C1CCC2C1 (stereo unspecified)	nt	nt	6%	16%	i	7%	-2.0	nt	-0.9%

This is a subset; count on the stated rates, not on these rows.
